GPR55 activation: GPR55 agonists via beta-arrestin recruitment, primary screen, imaging, U2OS cells, beta-arrestin-GFP redistribution (AID 1961). U2OS GPR55 beta-arrestin-GFP redistribution imaging; higher % means a stronger effect. 290,000 compounds, 0.048% hits. activation, % at 10 µM, or EC50 in µM where a hit was titrated;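 active = activation above 40% with more than 50 cells counted in the well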;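 note: U2OS osteosarcoma cells stably expressing GPR55 and beta-arrestin-GFP; plate controls were DMSO negative control for no effect and LPI positive control for full effect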
Myeloid diff 2: compounds promoting myeloid differentiation | ER-HoxA9 myeloid progenitors, lysozyme-GFP differentiation, flow cytometry | calls only at 10 µM | 360,000 compounds, 1% hits;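 active = normalized GFP-positive differentiation at or above the plate's own cutoff, the solvent-only control mean plus 3 SD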;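 note: cells exposed to compound for four days before flow analysis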
T cell modulator: modulates CD8 T cell binding to vesicles; 2C CD8+ T cell-vesicle binding, flow cytometry; stronger effect = lower value; calls only at 7 µM; 330,000 compounds, 0.068% hits; AID 2052;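 active = response, share of CD8 T cells binding vesicles, and their 90th percentile fluorescence all below set limits, cut at about 80% in these data, passing the limit was not always enough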
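Incubation: binding step 1.5 h, 37 °C, antibody labelling 20 min, ice; system: murine 2C transgenic CD8+ T lymphocytes; technique: cytometric PE anti-B7-1 and Alexa647 anti-CD8 signals after 1% paraformaldehyde fixation; also added: QL9-charged Drosophila Ld/ICAM-1/B7-1 vesicles; control set: naked versus QL9-loaded vesicles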
KOR beta-arrestin-1: kappa opioid receptor activators – cell-based, luminescence, uHTS, primary screen (AID 1777) | 280,000 compounds, 0.02% hits | KOR beta-arrestin recruitment, luminescence; higher % means a stronger effect | activation, % at 10 µM; hits with a dose series show EC50 in µM; in the data active = activation above about 50%, passing the limit was not always enough; note: a part of the inactive calls stands beside numbers as strong as those of hits
NTR1 ag: agonists of NTR1, primary screen, imaging, U2OS cells, beta-arrestin-GFP, high content (AID 493036). NTR1-U2OS beta-arrestin-GFP spot imaging, agonist mode. P30989. 330,000 compounds, 0.17% hits. activation, % at 20 µM;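 active = activation at or above 40% of the spot to cytoplasm intensity ratio, with at least 20 cells analyzed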;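 note: 0% = DMSO without peptide and 100% = 100 nM NTR1 peptide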
Target sequence (P30989 whole entry, looked up): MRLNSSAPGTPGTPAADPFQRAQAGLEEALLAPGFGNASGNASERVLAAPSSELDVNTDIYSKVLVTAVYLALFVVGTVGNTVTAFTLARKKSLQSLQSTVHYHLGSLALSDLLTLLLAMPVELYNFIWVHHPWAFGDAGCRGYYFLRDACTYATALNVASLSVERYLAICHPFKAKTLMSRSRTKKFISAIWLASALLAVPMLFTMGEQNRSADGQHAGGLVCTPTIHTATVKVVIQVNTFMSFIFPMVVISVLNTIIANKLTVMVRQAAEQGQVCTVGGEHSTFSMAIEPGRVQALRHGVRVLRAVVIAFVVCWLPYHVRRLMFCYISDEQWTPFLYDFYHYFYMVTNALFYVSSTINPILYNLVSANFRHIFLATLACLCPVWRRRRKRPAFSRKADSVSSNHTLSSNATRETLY
HEK293 NOD2/NF-kB: inhibition of NOD2-driven NF-kB reporter – cell-based, luminescence, uHTS, HEK293 (AID 1566); HEK293 NOD2/NF-kB luciferase reporter, luminescence; higher % means a stronger effect; 290,000 compounds, 0.63% hits; inhibition, % at 4 µM; hits with a dose series show EC50 in µM; note: many of its hits are not listed in these tables
KOR beta-arrestin-2: KOR antagonists, beta-arrestin recruitment, cell-based, luminescence, uHTS (AID 1778) | 290,000 compounds, 0.091% hits | one-dose inhibition, % at 10 µM; IC50 in µM for titrated hits | KOR beta-arrestin recruitment, luminescence, antagonist mode; higher % means a stronger effect; note: strong numbers were not always called active
NOD1 inhibition: NOD1 signaling inhibitors, primary screen, cell-based, luminescence, uHTS (AID 1578); NOD1-driven NF-kB luciferase reporter cells, luminescence; higher % means a stronger effect; inhibition, % at 4 µM, or EC50 in µM where a hit was titrated; 290,000 compounds, 1% hits; in the data active = inhibition mostly above about 36%, no sharp cut-off; inactive = mostly below about 34%;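 note: HEK-293T reporter cells stimulated with the NOD1 agonist gamma-tri-DAP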
GPR55 LPI antagonism: GPR55 antagonists blocking LPI-driven arrestin recruitment, primary screen, imaging, U2OS, beta-arrestin-GFP, LPI agonist (AID 2013); 290,000 compounds, 0.13% hits; inhibition, % at 10 µM, or IC50 in µM where a hit was titrated; U2OS GPR55 beta-arrestin-GFP translocation imaging, LPI antagonism; higher % means a stronger effect;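 active = spots per cell inhibited over 60%, with over 100 cells counted and total cytoplasm intensity under 500,000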;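 note: U2OS cells stably carrying GPR55 and arrestin-GFP stimulated by 5 µM LPI near EC80; imaged beta-arrestin-GFP aggregate spots per cell after agonist stimulation; plate controls were LPI-stimulated DMSO wells for no effect and DMSO wells without LPI for full effect; some results filed as inactive read as strong as hits; confirmed hits need IC50 under 10 µM and bright autofluorescent wells are also inconclusive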
T cell modulator vesicle-bound %: second read-out of T cell modulator, no call of its own (marks repeat the call); double positive events, %; measured here: CD8+ vesicle-bound cell fraction;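 binding gate set so that unloaded-vesicle control wells show 10% double positive cells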
NTR1 ag cell count 20 µM: further read-out of NTR1 ag, marked with its call; cell count; measured here: cell count, cytotoxicity flag
Myeloid diff 2 GFP+ MAC1+ %: also measured in Myeloid diff 2; calls as there; GFP+ MAC1+ double positive, %; measured here: differentiation confirmed by MAC1 staining
* = called active by the depositor; i = inactive; · = not tested or not shown; [ ] = dose if it differs, or a comment. Cut-off read from the data, not from the text of the source, unless noted: active = inhibition above about 50%; inactive = the rest. Not all compounds are listed; rates above refer to the full screens.

SMILES | GPR55 activation | Myeloid diff 2 | Myeloid diff 2 GFP+ MAC1+ % | T cell modulator | T cell modulator vesicle-bound % | KOR beta-arrestin-1 | NTR1 ag | NTR1 ag cell count 20 µM | HEK293 NOD2/NF-kB | KOR beta-arrestin-2 | NOD1 inhibition | GPR55 LPI antagonism
C[C@]12CCC(OC(=O)CCC(=O)O)CC1=CCC1C2CC[C@]2(C)C(=O)CCC12 (stereo not given in full) | -0.1% | i | 0.6 | i | 20 | 1.6% | -1.3 | 93 | 26% | 28% | 5% | 5%
CCC(C)C1(CC)C(=O)NC(=O)N=C1N (stereo not given) | 0.3% | i | 0.5 | i | 57 | 2.4% | -1.0 | 105 | 13% | -14% | 15% | -7%
Cn1cc(Br)c(C(=O)Nc2ccc3c(C(F)(F)F)cc(=O)oc3c2)n1 | -0.1% | i | 0.8 | i | 27 | -2.5% | 1.4 | 38 | 17% | -25% | -12% | 7%
COc1ccc(N=Cc2c(O)n(CC3CCCO3)c(=O)[nH]c2=O)cc1 (stereo not given) | 0.3% | i | 0.3 | i | 50 | 5.4% | -0.1 | 89 | 14% | 4% | 7% | -4%
COC(=O)C(O)(c1ccc(N(C)C(=O)COc2ccccc2)cc1)C(F)(F)F (stereo not given) | -0.2% | i | 0.4 | i | 48 | 0.8% | -1.0 | 75 | -7% | 0% | 12% | -5%
CP(=O)(O)CN1CCCCC1 | 0.0% | i | 0.7 | i | 47 | -4.2% | 0.3 | 25 | 17% | 3% | -23% | 7%
Cc1ccc(-n2c(O)c(C=Nc3ccc(S(=O)(=O)N(C)C)cc3)c(=O)[nH]c2=O)cc1 | -0.1% | i | 0.9 | i | 13 | 13% | 0.7 | 91 | -6% | -62% | -12% | 17%
O=C(O)c1cn(Cc2ccccc2)nc1-c1ccccc1 | 0.9% | i | 0.7 | i | 51 | -1.4% | -0.8 | 60 | 9% | 1% | -26% | 14%
O=c1c2ccccc2nc(-c2ccco2)n1-c1ccc(Br)cc1 | -0.1% | i | 0.1 | i | 34 | -2.4% | 2.3 | 63 | 24% | -1% | -1% | 4%
CN1C(=O)C(c2ccc([N+](=O)[O-])cc2[N+](=O)[O-])C(=O)N(C)C1=O | -0.1% | i | 0.1 | i | 24 | -3.2% | 1.3 | 57 | 2% | -32% | -10% | -3%
COc1ccc(/C=N\N=C(N)N)cc1 | 0.1% | i | 0.3 | i | 41 | -5.4% | -1.0 | 33 | 0% | 5% | -28% | 2%
CCNCC1(c2ccc(OC)c(OC)c2)CCCC1 | -0.2% | i | 0.8 | i | 51 | 1.5% | -0.4 | 62 | 7% | 1% | -7% | -11%

Pulled one by one from above, three records:
SMILES | GPR55 activation | Myeloid diff 2 | Myeloid diff 2 GFP+ MAC1+ % | T cell modulator | T cell modulator vesicle-bound % | KOR beta-arrestin-1 | NTR1 ag | NTR1 ag cell count 20 µM | HEK293 NOD2/NF-kB | KOR beta-arrestin-2 | NOD1 inhibition | GPR55 LPI antagonism
COC(=O)C(O)(c1ccc(N(C)C(=O)COc2ccccc2)cc1)C(F)(F)F (stereo not given) | -0.2% | i | 0.4 | i | 48 | 0.8% | -1.0 | 75 | -7% | 0% | 12% | -5%
CCNCC1(c2ccc(OC)c(OC)c2)CCCC1 | -0.2% | i | 0.8 | i | 51 | 1.5% | -0.4 | 62 | 7% | 1% | -7% | -11%
C[C@]12CCC(OC(=O)CCC(=O)O)CC1=CCC1C2CC[C@]2(C)C(=O)CCC12 (stereo not given in full) | -0.1% | i | 0.6 | i | 20 | 1.6% | -1.3 | 93 | 26% | 28% | 5% | 5%

(cont.)
SMILES | GPR55 activation | Myeloid diff 2 | Myeloid diff 2 GFP+ MAC1+ % | T cell modulator | T cell modulator vesicle-bound % | KOR beta-arrestin-1 | NTR1 ag | NTR1 ag cell count 20 µM | HEK293 NOD2/NF-kB | KOR beta-arrestin-2 | NOD1 inhibition | GPR55 LPI antagonism
CC(=O)c1cccc(NC2=NCC(C)S2)c1 (stereo not given) | -0.1% | i | 2.1 | i | 32 | -4.4% | -2.5 | 48 | 14% | -1% | 7% | -17%
COC(=O)C(O)(c1ccc(NC(=O)c2ccco2)c(OC)c1)C(F)(F)F (stereo not given) | 0.0% | i | 0.7 | i | 36 | -3.3% | -0.6 | 67 | -7% | 32% | -1% | 6%
CN(C)c1ccc(/C=C2/C(=N\O)C3CCN2CC3)cc1 | 0.3% | i | 0.8 | i | 17 | 8.2% | 1.9 | 43 | -53% | 0% | -15% | 5%
Cc1ccc2c(CN3CC=C(c4ccccc4)CC3)cc(=O)oc2c1C | -0.2% | i | 0.6 | i | 42 | -5.3% | 0.3 | 39 | 1% | -18% | -22% | -5%
O=C1/C(=C/c2cc3c(cc2Cl)OCO3)N2CCC1CC2 | 0.5% | · | · | i | 38 | 14% | 0.4 | 47 | -4% | -18% | -23% | 7%
Clc1cccc(CN2CCCCC2c2cccnc2)c1 (stereo not given) | -0.2% | i | 5.1 | i | 66 | 2.7% | 1.5 | 39 | -5% | -10% | 29% | 4%
Cc1nn(Cc2ccccc2)c(C)c1C(=O)OCC(=O)Nc1cccc(S(N)(=O)=O)c1 | 0.1% | i | 0.2 | i | 18 | -1.7% | -0.7 | 61 | 8% | -9% | -30% | 0%
CC(=O)N1CN2CN(C(C)=O)CC(C(=O)c3ccc([N+](=O)[O-])cc3)(C2)C1 | -0.2% | i | 0.3 | i | 45 | 3.4% | -0.6 | 42 | 8% | -27% | -22% | 3%
CN1C(=O)c2ccccc2NC(=O)C1Cc1ccccc1 (stereo not given) | 0.2% | i | 1.7 | i | 30 | -2.3% | -2.5 | 106 | -6% | -24% | 10% | 1%
CCN(CC)c1ccc(N=Cc2c(O)n(CCc3ccc(OC)c(OC)c3)c(=O)[nH]c2=O)cc1 | 0.2% | i | 1.7 | i | 39 | -4.9% | · | · | 32% | -7% | 45% | -4%
C=CCn1c(O)c(C(CC)=Nc2ccc3c(c2)CCC3)c(=O)[nH]c1=O | -0.1% | i | 0.7 | i | 16 | 1.3% | 1.4 | 38 | 12% | 0% | 2% | 2%
COCCN1C(=O)NC(=O)/C(=C\c2ccc(F)cc2)C1=O | -0.3% | i | 0.6 | i | 47 | 6.5% | 3.7 | 47 | 7% | 12% | -36% | -6%
Cc1ccc(CC(=O)N2CCN(C)CC2)cc1 | -0.1% | i | 0.1 | i | 60 | -4.2% | 0.7 | 49 | 4% | -9% | 14% | 6%
O=CC(Br)P(=O)(N1CCOCC1)N1CCOCC1 (stereo not given) | 0.3% | i | 0.5 | i | 35 | 5.2% | -0.6 | 63 | 18% | 15% | -7% | 0%
Cc1cc(Br)ccc1N1C(=O)CC(=O)NC1=O | -0.2% | i | 0.5 | i | 46 | -2.6% | -0.6 | 75 | 18% | 9% | -6% | 2%
CCOc1ccc(/C=C2/C(=O)NC(=O)N(CCc3ccc(F)cc3)C2=O)cc1 | 0.2% | i | 0.3 | i | 58 | -0.5% | 0.4 | 77 | 3% | 6% | -24% | 5%
CCC(CO)Nc1ccc([N+](=O)[O-])c2cccnc12 (stereo not given) | -0.3% | i | 0.6 | i | 26 | 0.9% | -3.4 | 92 | 9% | 0% | 6% | 8%
CCN(CC)c1ccc(N=Cc2c(O)n(-c3ccc(Cl)cc3)c(=O)[nH]c2=O)cc1 | 0.4% | i | 0.5 | i | 43 | 5.4% | 0.9 | 53 | 5% | -26% | -14% | 3%
O=c1c2ccccc2nc(-c2ccccc2)n1-c1ccncc1 | 0.1% | i | 3.6 | i | 34 | 0.2% | 1.6 | 72 | 4% | -23% | -16% | 6%
CCN1CCN(CC(c2ccccc2)c2ccccc2)CC1 | 0.3% | i | 0.4 | i | 22 | -5.7% | 0.2 | 63 | 10% | 8%[20 µM] | -16% | -6%
Cc1ccc(/C=C2\C(=O)NC(=S)N(c3ccc(F)cc3)C2=O)o1 | -0.2% | i | 0.5 | i | 41 | 2.4% | 1.0 | 61 | -2% | -14%[20 µM] | 10% | 11%
O=c1[nH]c(=O)n(C2CCCCC2)c(O)c1C=NCCCn1ccnc1 | 0.0% | i | 0.7 | i | 30 | -1.8% | 0.5 | 51 | -3% | -104% | 29% | -8%
Clc1cccc(C2NCCc3[nH]cnc32)c1 (stereo not given) | 0.2% | i | 1.4 | i | 48 | 2.9% | -1.2 | 63 | 24% | -24% | 9% | 15%
Cc1cccc(OP(N)(N)=O)c1C | 0.2% | i | 0.1 | i | 18 | 0.9% | 1.3 | 44 | 4% | -23% | -29% | 2%
COc1ccc(CCn2c(O)c(C=NCCCn3ccnc3)c(=O)[nH]c2=O)cc1OC | -0.1% | i | 2.2 | i | 61 | -4.6% | 1.7 | 76 | 8% | 11% | -14% | -3%
Brc1ccc(CN2CCNCC2)s1 | -0.1% | i | 0.8 | i | 25 | 3.4% | -0.5 | 32 | 2% | 8% | -6% | 5%
N#Cc1c(N2CCNCC2)nc(-c2ccco2)c2c1CCCC2 | 2.7% | i | 0.6 | i | 19 | 6.5% | 4.4 | 60 | 8% | 2% | -5% | -6%
O=c1ccc2cc(O[C@@H]3O[C@@H](CO)[C@H](O)[C@@H](O)[C@@H]3O)c(O)cc2o1 | 0.0% | i | 0.4 | i | 28 | 0.5% | -1.4 | 58 | -8% | 0% | -1% | 0%
CN(CCc1ccccc1)Cc1ccccc1[N+](=O)[O-] | -0.1% | i | 0.3 | i | 61 | 1.3% | 1.4 | 41 | 2% | -35% | 3% | 0%
Cn1c(O)c(Cc2ccc(OCc3ccccc3)cc2)c(=O)n(C)c1=O | 0.2% | i | 1.0 | i | 24 | 4.6% | -0.3 | 100 | -7% | -27% | -4% | 11%
Cc1cc(OCC(=O)N2C[C@H]3C[C@@H](C2)c2cccc(=O)n2C3)c2c(C)c(C)c(=O)oc2c1 | 0.3% | i | 2.3 | i | 24 | -11% | 2.6 | 84 | 7% | 6%[20 µM] | -10% | -7%
COc1cc(C(=O)Nc2ccc(Br)cc2C(=O)c2ccccc2)cc(OC)c1OC | -0.1% | i | 1.4 | i | 35 | 0.5% | 7.4 | 31 | 13% | 21% | 2% | 14%
C/C(=N\NC(=O)c1ccccc1Cl)c1c(O)n(C2CCCCC2)c(=O)[nH]c1=O | -0.1% | i | 0.8 | i | 18 | 7.7% | 0.7 | 52 | 30% | -4% | 4% | 3%

Screening results: PubChem BioAssay, several laboratories
